MBD2 DNA inh: MBD2-methylated oligo binding inhibition | Q9UBB5 | 370,000 compounds, 0.31% hits | TR-FRET, MBD2 binding to methylated oligonucleotide | inhibition, % at 4.4 µM | AID 686964; in the data active = inhibition above about 13%
TDP2 inh: TDP2 (human) inhibition, absorbance primary screen. inhibition, % at 12.8 µM. 370,000 compounds, 0.34% hits. O95551. recombinant TDP2, T5PNP hydrolysis, p-nitrophenol absorbance 415 nm;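 active = inhibition above the mean of all tested compounds plus 3 SD, set per campaign, cut at about 25% in these data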;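 note: 0% = DMSO with enzyme and 100% = buffer with substrate but no TDP2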
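Read-out basis: percent inhibition. System: recombinant human TDP2. Buffer or medium: Mg2+-containing Tris-HCl buffer, pH 7.5. Repeats: single replicate. Timing: reaction 2 h, 37 °C. Benchmarks: high control without enzyme, low control DMSO plus TDP2. Probe or stimulus: 5 mM T5PNP. Doses: 12.8 µM only. Measured by: epi absorbance of p-nitrophenol freed from T5PNP by hydrolysis.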
PRMT1 FP inh: blocks human protein arginine methyltransferase 1. Q99873. recombinant PRMT1, activity-based probe fluorescence polarization. inhibition, % at 2.79 µM. 370,000 compounds, 1.3% hits;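 active = inhibition above about 21% made by adding two undisclosed values, limit read from the data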
TCR-CD3 inh: blocks the human TCR-CD3 interaction | AID 651800 | 360,000 compounds, 0.37% hits | inhibition, % at 9.4 µM | TAMRA-labeled TCR probe fluorescence, biochemical; in the data active = inhibition above about 19%;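 note: recombinant mutant TCR 2C K166C tagged with TAMRA read by polarization; 0% = receptor in buffer alone and 100% = receptor with positive control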
LEDGF integ inh: blocks HIV-1 LEDGF/p75-dependent DNA integration; TR-FRET IN-LEDGF/p75 DNA integration, Eu/Cy5; 370,000 compounds, 0.64% hits; AID 743269; inhibition, % at 3.7 µM;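 active = inhibition above the screen-wide mean plus 3 SD, cut at about 13% in these data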;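 note: signal is the Cy5 over europium emission ratio at 671 and 618 nm; 0% = plate median of compound wells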
UHRF1 MBD2 ctr: UHRF1 methyl-DNA binding inhibition | inhibition, % at 4.4 µM | 370,000 compounds, 0.75% hits | AID 687016 | Q96T88 | UHRF1 binding to methylated oligo, TR-FRET; in the data active = inhibition above about 21%;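 note: UHRF1 SRA domain binding a hemimethylated CpG hairpin DNA probe; 0% = median of test compound wells and 100% = reference inhibitor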
Target sequence (Q96T88 whole entry, looked up, the tested form may be a part): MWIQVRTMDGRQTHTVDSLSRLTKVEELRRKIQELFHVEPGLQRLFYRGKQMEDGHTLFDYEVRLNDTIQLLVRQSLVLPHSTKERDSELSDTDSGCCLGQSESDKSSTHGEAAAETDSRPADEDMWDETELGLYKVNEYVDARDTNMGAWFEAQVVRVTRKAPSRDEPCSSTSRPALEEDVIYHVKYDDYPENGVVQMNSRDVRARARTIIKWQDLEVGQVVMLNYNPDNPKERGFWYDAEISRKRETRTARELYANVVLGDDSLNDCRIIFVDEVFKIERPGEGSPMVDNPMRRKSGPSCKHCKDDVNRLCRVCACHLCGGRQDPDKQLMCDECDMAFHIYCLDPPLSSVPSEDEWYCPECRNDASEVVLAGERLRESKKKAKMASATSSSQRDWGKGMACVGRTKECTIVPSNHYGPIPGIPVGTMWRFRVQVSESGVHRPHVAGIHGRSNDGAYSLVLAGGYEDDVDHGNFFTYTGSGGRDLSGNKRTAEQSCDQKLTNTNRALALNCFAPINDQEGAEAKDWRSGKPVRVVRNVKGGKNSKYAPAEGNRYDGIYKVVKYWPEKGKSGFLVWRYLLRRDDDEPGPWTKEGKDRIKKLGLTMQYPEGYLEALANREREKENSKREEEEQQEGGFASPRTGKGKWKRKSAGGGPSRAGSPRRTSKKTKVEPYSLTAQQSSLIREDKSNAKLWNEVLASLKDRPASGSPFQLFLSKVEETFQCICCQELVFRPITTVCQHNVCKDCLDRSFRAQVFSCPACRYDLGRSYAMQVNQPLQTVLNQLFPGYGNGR
SIAE primary: inhibitors of human sialic acid acetylesterase SIAE. inhibition, % at 9.66 µM. Q9HAT2. 370,000 compounds, 0.69% hits. SIAE FP-Rh probe binding, fluorescence polarization;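 active = inhibition above a cutoff: mean of compounds within the control limits plus 3 SD of those, cut at about 17% in these data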;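 note: 0% = plate median of compound wells and 100% = probe without SIAE protein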
DDE Tn6 FP inh: inhibitors of Tn6 peptide binding to human fibrin DD(E) | P02675 | Fibrin DD(E) TRITC-Tn6 fluorescence polarization displacement | inhibition, % at 8.3 µM | 370,000 compounds, 0.21% hits;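 active = inhibition above a per-campaign cutoff: mean of compounds within control limits plus 3 SD, cut at about 15% in these data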;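 note: 0% = median of all compound wells on the plate and 100% = blocking peptide control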
KLK7 zymogen act: activates the human kallikrein-7 zymogen | P49862 | purified proKLK7, EDANS-DABCYL substrate fluorescence; 100% is mature enzyme control, 0% vehicle | activation, % at 7 µM | 370,000 compounds, 0.9% hits;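 active = activation above the mean of all tested compounds plus 3 SD, computed per campaign excluding outliers beyond control limits, cut at about 13% in these data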
Target sequence (P49862 whole entry, looked up): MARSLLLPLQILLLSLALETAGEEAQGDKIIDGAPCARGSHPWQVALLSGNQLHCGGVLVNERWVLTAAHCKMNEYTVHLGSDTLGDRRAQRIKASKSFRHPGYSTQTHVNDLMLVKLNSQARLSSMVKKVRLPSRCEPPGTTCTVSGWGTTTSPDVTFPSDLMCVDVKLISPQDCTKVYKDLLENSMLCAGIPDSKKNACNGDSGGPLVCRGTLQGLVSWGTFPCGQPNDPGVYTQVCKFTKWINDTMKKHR
DDE Tn7 FP inh: inhibitors of Tn7 peptide binding to human fibrin DD(E) | AID 720508 | P02675 | 370,000 compounds, 0.13% hits | inhibition, % at 8.3 µM | FP displacement of FITC-Tn7 peptide from fibrin DD(E); 0% = median of compound wells per plate;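 active = inhibition above the mean of compounds falling within the control limits plus 3 SD of them, cut at about 14% in these data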;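 note: 0% = plate median of compound wells and 100% = 10 µM Aha-Tn7 peptide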
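Assay system: Human fibrin DD(E) protein | Medium: Tris buffer with calcium and detergent, pH 7.8 | Reagent: 0.1 µM fluorescent Tn7 | Compound dosing: Single point at 8.3 µM | Times: 10 min preincubation, 3 h with tracer, room temperature | Detection: Fluorescence polarization of the labelled Tn7 tracer | Controls: Aha-Tn7 high control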
An asterisk follows results filed as active.

SMILES | MBD2 DNA inh | TDP2 inh | PRMT1 FP inh | TCR-CD3 inh | LEDGF integ inh | UHRF1 MBD2 ctr | SIAE primary | DDE Tn6 FP inh | KLK7 zymogen act | DDE Tn7 FP inh
CCN(Cc1ccccc1)C(=O)CN1C(=O)NC2(CC(C)CC(C)(C)C2)C1=O (stereo not drawn) | 0 | -9 | -4 | -3 | 5 | 3 | -3 | -4 | -0.2 | -2
CCCCCCCn1ccc(=N)cc1 | 2 | 3 | -1 | 3 | 0 | -2 | 4 | -8 | 0.8 | -8
CCCOc1ccc(C(=O)Nc2cc(-c3nn4c(C)nnc4s3)ccc2C)cc1 | -1 | 7 | -3 | 8 | -3 | -2 | 2 | 10 | 0.8 | 1
CCCCNC(=O)c1ccc(NS(=O)(=O)c2ccc3[nH]c(=O)[nH]c3c2)cc1 | -2 | -5 | 0 | 1 | 6 | -1 | 5 | 2 | -0.6 | 3
CC(=O)N/C(=C\c1ccccc1)C(=O)OCC(=O)c1c(N)n(C)c(=O)n(C)c1=O | -3 | 1 | 1 | 5 | -1 | 0 | 3 | -1 | -0.6 | 2
CCCNC(=O)NC(=O)COc1ccc2oc3ccccc3c2c1 | 7 | 6 | 1 | -6 | 3 | 0 | 2 | -5 | -0.2 | 2
COc1ccccc1N1CCN(S(=O)(=O)c2c(C(=O)N3CCOCC3)c(C)n(C)c2C)CC1 | 0 | 14 | 3 | 4 | 0 | 8 | 1 | 2 | 0.5 | -5
CCC(=O)NC(=S)Nc1cccc(C(C)=O)c1 | 1 | 9 | -1 | 1 | -1 | -2 | -7 | -2 | -0.1 | 0
Cc1ccc2sc(NC(=O)c3ccc(N4C(=O)CCC4=O)cc3)nc2c1C | -2 | -6 | -5 | 3 | 0 | 0 | -9 | 3 | 0.0 | 2
COc1ccc(-c2nc(SC)n(S(=O)(=O)c3ccccc3)n2)cc1 | 3 | 9 | 2 | 4 | 1 | 3 | -3 | -12 | 0.2 | 1
O=C(CSc1nnc(Cc2ccccc2)o1)c1ccccc1 | 3 | 7 | -3 | 3 | 1 | 0 | 1 | -4 | 0.6 | 8
CCc1ccccc1NC(=O)c1ccccc1N1C(=O)C2C3C=CC(C3)C2C1=O (stereo not drawn) | 1 | 4 | 7 | 0 | 0 | 2 | 0 | 4 | -0.2 | -2
c1ccc(-c2nc(NCc3ccco3)c3ccccc3n2)cc1 | -1 | 7 | 3 | 0 | 0 | -1 | -14 | -13 | 0.0 | 4
CCSc1ncc(C#N)c(=O)[nH]1 | 5 | -4 | -5 | 5 | 3 | -1 | 3 | -2 | -0.1 | -3
COc1ccccc1OCC(=O)Nc1ccccc1C(=O)NCc1ccco1 | 3 | 0 | 0 | 0 | -3 | 3 | 0 | 5 | 0.1 | 9
Cc1ccccc1Oc1ccc2c(c1)[C@@H]1C[C@H]3[C@@H](C(=O)N1CC2)[C@H](C)ON3C | 6 | 4 | 1 | -6 | -3 | 16 | 0 | 8 | -0.3 | 2
CSCCC(NC(=O)COc1ccccc1)C(=O)N1CCCCC1 (stereo not drawn) | 3 | -15 | -7 | 2 | 3 | 0 | -11 | 0 | -0.2 | -11
CCOc1ccc(N(CCCCO)C(=S)NC(=O)c2ccc(C)c(Br)c2)cc1 | 2 | 5 | -5 | 1 | -6 | -2 | 2 | 0 | 0.3 | 9
CC(C)CNc1nc(SCC(=O)Nc2ccccc2)nc(N2CCOCC2)n1 | 1 | -11 | -1 | 5 | -3 | -1 | -2 | 10 | 0.2 | -5
CC(=O)Nc1ccc(NC2=CC(=O)CC(C)(C)C2)cc1 | -1 | 6 | -2 | 5 | -4 | -1 | 13 | 6 | 0.6 | 3
COc1ccc(OC)c(NC(=O)Cc2cccs2)c1 | 2 | 5 | -1 | -7 | 4 | 4 | 0 | -7 | 0.6 | -7
CCCn1c2ccccc2c2cnn(CC(=O)OC)c(=O)c21 | -3 | -3 | -2 | 2 | 2 | -2 | 5 | 1 | 0.6 | 1
COc1cc(N)c(Cl)cc1C(=O)OCC(=O)N1CCc2ccccc21 | 0 | -6 | -8 | 4 | 7 | -2 | -1 | -6 | 0.1 | -2
Cc1ccnc(N2C(=O)OC(C)(C)C2(C)O)c1 (stereo not drawn) | 6 | -5 | 6 | -2 | -5 | 8 | 0 | -3 | 0.4 | 0
Cc1ccc(S(=O)(=O)N(Cc2ccccc2Cl)C(=O)N2CCN(C)CC2)cc1 | -1 | 3 | -3 | 0 | 2 | 1 | -3 | -1 | 0.5 | 6
COc1ccc(NS(=O)(=O)c2ccc(Cl)c(N)c2)cc1Br | 1 | 3 | -4 | 6 | 2 | -2 | -3 | 5 | 0.2 | 0
COc1ccc(/C=N/NC(=O)CNc2ccc(Br)cc2)c(C(=O)O)c1OC | 2 | -4 | 3 | 2 | 9 | -4 | 7 | 2 | 0.1 | 2
CC(=O)OC(C(=O)Nc1nccs1)c1ccccc1 (stereo not drawn) | 2 | -28 | 0 | 2 | 2 | 5 | -6 | -7 | -0.1 | 2
CC1=C[C@@H](C)[C@@H](c2ccccc2)OC1=O | 1 | -1 | 3 | -2 | 0 | 0 | 0 | 1 | 0.0 | -1
CN(CCC#N)C(=O)COC(=O)C1c2ccccc2Oc2ccccc21 | -3 | -11 | -2 | 7 | 4 | -1 | 3 | 1 | -0.2 | 0

A second format for 2 compounds above.
Results follow in this order: MBD2 DNA inh, TDP2 inh, PRMT1 FP inh, TCR-CD3 inh, LEDGF integ inh, UHRF1 MBD2 ctr, SIAE primary, DDE Tn6 FP inh, KLK7 zymogen act, DDE Tn7 FP inh
> COc1ccc(OC)c(NC(=O)Cc2cccs2)c1
→ 2, 5, -1, -7, 4, 4, 0, -7, 0.6, -7
> CCCn1c2ccccc2c2cnn(CC(=O)OC)c(=O)c21
→ -3, -3, -2, 2, 2, -2, 5, 1, 0.6, 1

Following part.
SMILES | MBD2 DNA inh | TDP2 inh | PRMT1 FP inh | TCR-CD3 inh | LEDGF integ inh | UHRF1 MBD2 ctr | SIAE primary | DDE Tn6 FP inh | KLK7 zymogen act | DDE Tn7 FP inh
O=C(c1ccc2nsnc2c1)N1CCN(c2ccc([N+](=O)[O-])cc2)CC1 | 0 | -20 | 3 | 3 | -3 | 2 | 6 | -6 | -0.6 | -3
O=[N+]([O-])c1cc(C(F)(F)F)ccc1NCCc1ccccn1 | 4 | 4 | 2 | 2 | -1 | -1 | 3 | 2 | 0.4 | 2
Cc1cc(C)cc(C(=O)NC(CC(N)=O)c2ccc(N3CCC(Cc4ccccc4)CC3)c([N+](=O)[O-])c2)c1 (stereo not drawn) | 1 | 0 | 1 | -7 | 3 | 1 | -4 | -1 | 0.6 | -6
O=C(Nc1ccc(S(=O)(=O)Nc2ccccn2)cc1)c1ccccc1 | -4 | 8 | -1 | 9 | 4 | -1 | -2 | 0 | 0.4 | 1
CC1=C(C)C(=O)N(C(C)CCc2ccccc2)C1=O (stereo not drawn) | -1 | 14 | -2 | -3 | -5 | 2 | -6 | -4 | -0.2 | 3
Cc1cccn2c(=O)c(C=O)c(Sc3ncccn3)nc12 | -3 | 22 | 1 | 5 | 5 | -4 | 2 | 2 | 5.3 | -4
Fc1ccccc1Nc1nc(Cl)nc(Cl)n1 | 3 | 8 | 0 | -6 | -2 | 18 | -2 | -1 | 0.0 | 3
CC(=O)Nc1c(O)c2ccccc2[nH]c1=O | 4 | -2 | 36* | 2 | -1 | 2 | 2 | -4 | -1.4 | -2
CCCC(=O)Nc1cc(C(=O)O)ccc1S(=O)(=O)c1ccc(Cl)cc1 | 0 | -2 | -1 | -2 | 2 | 1 | 1 | 1 | -0.6 | -5
O=C(COC(=O)/C=C/c1ccc(S(=O)(=O)N2CCOCC2)cc1)Nc1ccccc1F | 4 | -3 | -1 | -2 | -4 | 1 | 6 | -1 | -0.6 | -1
COCCCNC(=O)c1ccc(CS(=O)(=O)c2cccc(C(F)(F)F)c2)o1 | -2 | -2 | 2 | 5 | -5 | 1 | 1 | -6 | -0.1 | 0
CCc1ccc(NC(=O)Cn2nnc(-c3ccc(C)cc3-n3cnnn3)n2)cc1 | -7 | -16 | -6 | 0 | 1 | 0 | -2 | -2 | 0.7 | -7
COc1ccc(Nc2nccc(-c3ccc([N+](=O)[O-])cc3)n2)cc1 | 4 | -7 | 3 | -8 | -4 | -1 | -5 | -3 | -0.1 | 2
CCC(C)(C(=O)NC1CCCC1)N(C(=O)Cc1cccs1)c1c(C)n(C)n(-c2ccccc2)c1=O (stereo not drawn) | 1 | 14 | -3 | 3 | -2 | 3 | 0 | 5 | 0.3 | 4
CCCN(CCC)Cc1cc(=O)oc2cc(C)c(C)cc12 | -7 | -1 | 1 | 2 | 2 | -2 | 4 | -9 | 1.1 | -12
CCN(CC(=O)Nc1c(F)cccc1F)C(=O)COc1cccc2c1OC(C)(C)C2 | -3 | 13 | -1 | 6 | 3 | 0 | 0 | 3 | 0.4 | -2
COc1cccc(NC(=O)CN(C)C(=O)CSCc2nc3scc(-c4cccs4)c3c(=O)[nH]2)c1 | 3 | 1 | 6 | -4 | -5 | 2 | -2 | -7 | 0.9 | 10
CC(C(=O)OCc1nnc(-c2ccccc2)o1)N1C(=O)C2CCCCC2C1=O (stereo not drawn) | 5 | -2 | -5 | 8 | 1 | 0 | 0 | -11 | 0.8 | 6
CC1(C)CC(=O)C(C(C2=C(O)CC(C)(C)CC2=O)c2cccnc2)C(=O)C1 (stereo not drawn) | 0 | -3 | 0 | 4 | -3 | -2 | 1 | 0 | 0.3 | 0
Cc1cc(C(=O)OCC(=O)Nc2ccccc2Br)c(C)o1 | -2 | 4 | 1 | -3 | -1 | 0 | 8 | 2 | -0.2 | 0
c1ccc2c(c1)Nc1ccncc1S2 | -5 | 3 | 1 | 1 | -4 | -7 | 11 | -1 | 1.1 | 6
COc1ccc(OC)c(S(=O)(=O)N2CCC(C(=O)N3CCN(Cc4ccccc4)CC3)CC2)c1 | -2 | 1 | -5 | 1 | 2 | 1 | 1 | 0 | 0.5 | 2
Cc1ccc(NC(=S)Nc2cc(-c3ccccc3)[nH]n2)cc1Cl | -4 | 6 | 3 | 1 | -1 | -2 | 1 | 5 | 0.0 | 2
COc1ccc(-c2nc3ccccc3n2CCC(C)C)cc1OC | 0 | 0 | 1 | 5 | 0 | 2 | 3 | -5 | -0.6 | -6
CCC(=O)N(CCC(c1ccccc1)c1ccco1)Cc1cccs1 (stereo not drawn) | 6 | -22 | 15 | 7 | 5 | 16 | -15 | 4 | -0.7 | 8

Screening results (PubChem)
